High-throughput results (PubChem)
PfHsp40 rescue: rescue of yeast from PfHsp40 toxicity, primary screen, S. cerevisiae, ATP luminescence. AID 504582, 2011. growth rescue, % at 12.5 µM. hit rate 0.68% among 340,000. S. cerevisiae expressing PfHsp40, growth rescue; in the data active = growth rescue above about 28%, passing the limit was not always enough; inconclusive = no clear call, values can overlap the other calls;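 note: yeast W303a lacking pdr1 and pdr3 grown in galactose medium; growth measured after three days at 30 °C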
Anthrax LF inh2: Bacillus anthracis LF protease inhibitors, primary screen, biochemical, multiplex microsphere, MLPCN library; Lethal factor (Bacillus anthracis), P15917; multiplex microsphere protease cleavage assay; inhibition, % at 10 µM; hit rate 0.12% among 360,000; note: plate controls were buffer without enzyme for full effect and enzyme alone for no effect
Target sequence (P15917 whole entry, looked up): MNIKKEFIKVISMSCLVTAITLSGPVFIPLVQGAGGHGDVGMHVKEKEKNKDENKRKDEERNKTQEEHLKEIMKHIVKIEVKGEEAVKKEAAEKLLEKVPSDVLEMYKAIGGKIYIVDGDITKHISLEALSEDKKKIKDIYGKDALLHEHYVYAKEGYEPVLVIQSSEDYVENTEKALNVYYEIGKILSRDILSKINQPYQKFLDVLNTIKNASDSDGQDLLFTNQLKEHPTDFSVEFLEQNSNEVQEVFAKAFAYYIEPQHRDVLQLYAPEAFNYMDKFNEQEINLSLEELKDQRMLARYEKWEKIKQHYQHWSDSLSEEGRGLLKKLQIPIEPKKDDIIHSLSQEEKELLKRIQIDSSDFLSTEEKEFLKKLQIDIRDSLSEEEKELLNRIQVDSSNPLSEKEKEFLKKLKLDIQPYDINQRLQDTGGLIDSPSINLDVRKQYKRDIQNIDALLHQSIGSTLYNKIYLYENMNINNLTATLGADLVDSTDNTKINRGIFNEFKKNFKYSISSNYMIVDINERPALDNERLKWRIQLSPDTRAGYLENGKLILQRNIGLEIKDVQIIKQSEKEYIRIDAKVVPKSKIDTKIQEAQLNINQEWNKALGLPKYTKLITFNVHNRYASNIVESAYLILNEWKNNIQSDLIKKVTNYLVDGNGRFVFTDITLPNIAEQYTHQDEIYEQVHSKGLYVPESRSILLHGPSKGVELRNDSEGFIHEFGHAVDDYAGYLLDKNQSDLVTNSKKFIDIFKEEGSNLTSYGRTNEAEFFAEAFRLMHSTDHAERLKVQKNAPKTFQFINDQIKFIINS
GDH-TPI counter: GDH-TPI coupling enzyme inhibitors, primary screen, artefact control for M. tuberculosis FBA inhibitor project, biochemical, absorbance, full deck; GDH-TPI coupled enzyme counterscreen, NADH absorbance; inhibition, % at 4.8 µM; hit rate 1.2% among 360,000; in the data active = inhibition above about 30%;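 note: 0% = DMSO wells and 100% = wells lacking the enzyme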
FBA Mtb inh: Mtb FBA enzyme inhibitors, primary screen, biochemical, fluorescence, strain H37Rv | Fructose-bisphosphate aldolase (Mycobacterium tuberculosis (strain ATCC 25618 / H37Rv)), … | purified M. tuberculosis FBA, fluorescence read-out | inhibition, % at 1 µM | hit rate 2.3% among 360,000 | AID 588726, 2011; in the data active = inhibition above about 27%;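 note: 0% = vehicle and 100% = reference inhibitor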
FadD28 FP inh: inhibitors of FadD28 bisubstrate probe binding, primary screen, biochemical, fluorescence polarization, single point; hit rate 0.22% among 360,000; Mycobacterium tuberculosis FadD28 fatty-acid-AMP ligase; AID 588549, 2011; inhibition, % at 12.5 µM; in the data active = inhibition above about 8.5%, passing the limit was not always enough; inconclusive = no clear call, values can overlap the other calls
BoNT-A LC inh2: BoNT/A light chain protease inhibitors, primary screen, biochemical, flow cytometry, MLPCN library | Botulinum neurotoxin type A light chain protease (Clostridium botulinum A str. ATCC 3502) | multiplex microsphere protease substrate cleavage | hit rate 0.17% among 360,000 | inhibition, % at 10 µM; note: plate controls were buffer without enzyme for full effect and enzyme alone for no effect
BoNT-F LC inh: BoNT/F light chain protease inhibitors, primary screen, biochemical, flow cytometry, MLPCN library | Multiplex microsphere protease cleavage assay | AID 588497, 2011 | hit rate 0.22% among 360,000 | inhibition, % at 10 µM | Botulinum neurotoxin type F light chain protease (Clostridium botulinum); in the data active = inhibition above about 35%, passing the limit was not always enough; inconclusive = no clear call, values can overlap the other calls; note: plate controls were buffer without enzyme for full effect and enzyme alone for no effect
BioA inh: M. tuberculosis BioA enzyme inhibitors, primary screen, biochemical, plate reader, single point, HTS | 7,8-diaminopelargonic acid synthase BioA (Mycobacterium tuberculosis) | purified M. tuberculosis BioA enzyme | inhibition, % at 9.99 µM | hit rate 0.096% among 360,000 | AID 602481, 2012; in the data active = inhibition above about 40%; inconclusive = no clear call, values can overlap the other calls
UGM FP inh: M. tuberculosis UGM enzyme inhibitors, primary screen, biochemical, fluorescence polarization, single point; hit rate 0.06% among 320,000; purified UGM, fluorescence polarization probe displacement; inhibition, % at 10 µM; UDP-galactopyranose mutase (Mycobacterium tuberculosis (strain ATCC 25618 / H37Rv)), …; in the data active = inhibition above about 10%, passing the limit was not always enough; inconclusive = no clear call, values can overlap the other calls
Active calls of the source: *; ? = inconclusive; . = not tested or not shown. Cut-off read from the data, not from the text of the source, unless noted: active = inhibition above about 30%; inconclusive = no clear call, values can overlap the other calls; inactive = below that.

SMILES,PfHsp40 rescue,Anthrax LF inh2,GDH-TPI counter,FBA Mtb inh,FadD28 FP inh,BoNT-A LC inh2,BoNT-F LC inh,BioA inh,UGM FP inh
COc1ccc(Br)cc1C1NC(=O)NC(C)=C1C(=O)N(C)C (configuration not stated),-1.5,-1,-8,0,0.6,-0.9,-16,-1.2,-0.2
CC(C)(C)OC(=O)N1CCC(Cc2cc(-c3cccnc3)no2)(C(=O)O)CC1,1.1,1,3,2,0.6,0.0,9,-0.8,3.8
COc1cc(OC)c(OC)cc1CNCc1ccc2c(c1)OCO2,0.6,-1,3,2,-1.1,0.0,?,0.2,-0.5
COc1ccc(/C=C2\CCC/C(=C\c3ccc(OC)c(OC)c3OC)C2=O)c(OC)c1OC,1.9,9,16,2,.,-0.4,-12,2.6,.
COc1ccccc1/C=C/C=N/NC(=O)c1cnccn1,-0.2,-1,19,2,-0.8,-0.5,-4,.,1.8
O=C(NCC1CCCO1)Nc1ccc2c(c1)OCO2 (configuration not stated),-0.7,-2,-7,-4,-4.4,-0.7,-8,.,-0.4
CCn1c(/C=N/NC(=O)c2ccc(OC)cc2)nc2ccccc21,2.4,0,26,3,-7.2,-0.7,-1,.,-2.6
O=C(Nc1ccc(OC(F)(F)F)cc1)N1CCc2nc(NCc3cccc(Oc4ccccc4)c3)ncc2C1,.,-1,6,-2,-1.6,0.5,-6,-6.1,.
COc1cccc(CN2CCN(C(=O)c3oc4c(F)cccc4c3C)CC2=O)c1,2.7,1,-5,0,-1.3,1.1,-19,5.2,1.3
Cc1nn(-c2ccc(F)cc2)c2nc(N)c(C#N)c(-c3ccc(O)c(O)c3)c12,-0.1,-15,7,1,-0.3,0.3,-9,-1.3,-0.3
CCc1nc(Nc2cccc(OC)c2)c2oc3ccccc3c2n1,-0.3,0,5,9,0.4,1.8,-19,-2.3,-0.7
CN(C(=O)CCN1C(=O)C2C3C=CC(C3)C2C1=O)c1ccccc1 (configuration not stated),0.9,0,-1,1,-3.2,0.6,2,.,0.6
CC1(C)C(=O)C2(CCCCC2)C(=O)OC1c1ccc(O)cc1 (configuration not stated),0.8,-4,14,-1,-2.1,0.4,-3,-1.6,-1.8
CC(C)c1ccc2c(c1)C(=O)NC(C)(C)C2,0.8,4,4,1,0.0,-0.7,-8,-1.4,0.8
CN(Cc1ccno1)C(=O)CC1C(=O)NCCN1CC(c1ccccc1)c1ccccc1 (configuration not stated),1.2,-3,-3,2,0.9,-0.2,-4,1.0,-1.3
CCCCC(=O)Nc1ccccc1C#N,0.3,0,3,1,-0.6,-1.4,-12,.,3.8
COc1cc(CNCCc2c[nH]c3ccccc23)cc(OC)c1,2.7,-14,2,2,0.6,2.9,5,-1.0,-2.6
O=C1N=C(c2ccccc2)S/C1=C\c1cccs1,-1.0,1,7,-3,2.5,2.4,-5,.,4.9
Cc1cc2ccccc2n1CCNC(=O)C(C)Oc1ccccc1 (configuration not stated),0.3,-77,3,0,0.7,79*,-122,-0.8,-3.5
CC(C)C(=O)NCCc1nc2ccccc2n1CCOc1ccccc1,-1.7,0,-5,-2,-4.1,0.4,0,.,1.1
COc1ccc(CNC(=O)C2CCN(S(=O)(=O)c3ccc(SC)cc3)CC2)cc1,0.6,-2,-8,1,-2.0,1.0,0,-1.8,-1.2
CCOc1cc(NC(=S)NCC2CCCO2)c(OCC)cc1NC(=O)c1cccc(C)c1 (configuration not stated),0.8,-13,15,2,-1.9,-0.6,-8,-5.7,2.9
COc1cc2c(cc1OC)C(SC)=NC(C)(C)C2,-1.5,3,-9,-1,.,-0.9,-4,.,2.5
CCc1ccc(-c2nn(-c3ccccc3)cc2C2SCC(=O)N2Cc2ccco2)cc1 (configuration not stated),4.1,-2,-2,1,-1.0,-0.1,-7,.,-1.8
Nc1cc(C(=O)N2CCN(c3cccc(Cl)c3)CC2)ccc1N1CC2CC(C1)c1cccc(=O)n1C2 (configuration not stated),.,6,4,1,0.9,-0.4,-5,-3.9,.
CC(C)NC(=O)CCc1nc2cccnc2n1-c1ccccc1,-0.8,-18,6,1,-1.9,-3.6,?,-1.1,0.0
CC(=O)Nc1ccc(CN2CCN(Cc3ccc(C)cc3)C(CCO)C2)cc1 (configuration not stated),-1.2,9,3,0,-0.8,-0.9,5,.,-0.7
COCC(C)NC(=O)C1CC(=O)N(c2ccc(C)cc2)C1 (configuration not stated),-0.1,-9,9,-1,-0.9,-1.3,-32,-2.7,0.9
C=CCC1(CC=C)CCCN1C(=O)c1cc(COc2ccc(F)c(F)c2)on1,-1.5,-4,5,-1,0.3,1.7,4,-0.2,2.8
C[n+]1ccc(/C=C/c2cccs2)cc1,-1.7,-3,21,1,-2.1,-0.4,1,0.6,2.6
CC(=O)Nc1ccc(S(=O)(=O)N2CCN(C(=O)N3CCCCCC3)CC2)cc1,1.6,0,-1,1,-3.1,0.4,-3,0.5,0.5
Cc1cccc(N2CCN(C(=O)c3ccc4[nH]c(C)c(C)c4c3)CC2)c1C,0.7,-6,8,0,1.3,-0.3,-5,-1.7,2.0
CCOC(=O)CN1C(=O)C(Sc2n[nH]c(-c3ccc(C)cc3)n2)CCc2ccccc21 (configuration not stated),0.8,1,-5,4,-2.4,-0.1,3,3.4,1.5
Cc1ccc(NC2c3ncccc3C(=O)N2C2CCCCC2)cc1C (configuration not stated),-1.1,-3,9,5,-1.0,0.7,-16,-5.1,-2.8
COc1ccc(NC(=O)c2cc(C3CCCCN3C(=O)CCc3ccccc3)on2)c(C)c1 (configuration not stated),.,-3,8,-1,0.6,-0.9,5,-0.4,.
O=c1c2ccccc2nc(/C=C/c2ccc3c(c2)OCO3)n1CCCO,0.7,5,13,-2,-2.9,0.2,3,.,.
NNC(=O)c1csc(Cc2c(Cl)sc3ccc(Cl)cc23)n1,-0.3,-4,-3,-1,-0.3,?,?,-2.2,-0.1
COC(=O)c1c(NC(=S)NN2CCN(C)CC2)sc2c1CCC(C)C2 (configuration not stated),0.4,-7,5,2,-1.3,0.1,-9,.,-1.1
CCc1nc(C)cn1S(=O)(=O)c1cc(C)c(OC)cc1C,-0.4,1,-1,1,-0.4,-0.9,4,1.2,0.4
O=C(NC1CCCc2ccccc21)C1CCN(C(=O)c2sccc2-n2cccc2)CC1 (configuration not stated),0.0,-6,1,5,-2.5,-1.3,-15,1.5,-1.3
CC(=O)NC(=S)Nc1ccccc1C(=O)NC1CCCCC1,0.3,-2,0,-2,0.0,-0.6,-1,.,1.7
O=C(NCCN1CCOCC1)c1ccc(/C=C2\Sc3ccccc3N(Cc3ccc(F)cc3)C2=O)cc1,-0.8,-2,17,4,-8.9,0.5,0,-1.7,1.3
O=C(COC(=O)CNC(=O)C1CCCCC1)Nc1ccccc1OC(F)F,-1.6,-5,-5,-1,.,-1.2,-7,-1.6,-1.8
CC(C)CN(CCNC(=O)CC1Oc2ccccc2NC1=O)CC(C)C (configuration not stated),1.4,4,3,-2,-0.3,0.2,-3,-1.1,-0.2
CCCCn1c(N)c(N(CC(C)C)C(=O)CSc2ccccc2C)c(=O)[nH]c1=O,.,-2,0,2,-1.6,6.2,1,.,.
CC(OC(=O)CCCCCN=C1NS(=O)(=O)c2ccccc21)C(=O)Nc1cc(Cl)cc(Cl)c1 (configuration not stated),0.2,1,8,1,-17,0.6,-2,.,-1.6
CCc1c(C)sc(NC(=O)OC)c1C(=O)N1CCCCC1,-3.2,-4,19,2,-0.4,-1.1,-22,-2.1,1.7
COc1ccc(OCCc2nnc(N)s2)cc1,-1.0,2,-8,-5,-4.7,0.2,8,-2.2,-0.3
CC(C)(C)S(=O)(=O)/C(C#N)=N/Nc1ccc(Cl)cc1,-1.6,-8,19,0,3.6,-0.2,-3,.,4.6
Cc1ccc(S(=O)(=O)N2C[C@H]3C(=O)C[C@@H](c4ccc(Cl)cc4)N(S(=O)(=O)c4ccc(C)cc4)[C@H]3C[C@H]2c2ccc(Cl)cc2)cc1,.,3,.,3,-1.7,-0.5,-5,-2.7,.
CCOC(=O)Nc1ccc2c(c1)N(C(=O)CN(C)C)c1ccccc1S2,.,1,5,0,0.5,0.0,0,-0.7,.
O=C(CNc1ccccc1OC(F)F)N1CCc2ccccc21,-0.3,-5,7,-2,-2.9,1.1,5,.,2.0
CN1C(=S)SC(C)(C)C1(C)NO (configuration not stated),-1.3,3,6,-2,-1.4,1.0,-8,-0.5,0.9

Part of the list above in order of length of the SMILES, smallest number first.
SMILES,PfHsp40 rescue,Anthrax LF inh2,GDH-TPI counter,FBA Mtb inh,FadD28 FP inh,BoNT-A LC inh2,BoNT-F LC inh,BioA inh,UGM FP inh
CN1C(=S)SC(C)(C)C1(C)NO (configuration not stated),-1.3,3,6,-2,-1.4,1.0,-8,-0.5,0.9
O=C(CNc1ccccc1OC(F)F)N1CCc2ccccc21,-0.3,-5,7,-2,-2.9,1.1,5,.,2.0
CCc1c(C)sc(NC(=O)OC)c1C(=O)N1CCCCC1,-3.2,-4,19,2,-0.4,-1.1,-22,-2.1,1.7
CCCCn1c(N)c(N(CC(C)C)C(=O)CSc2ccccc2C)c(=O)[nH]c1=O,.,-2,0,2,-1.6,6.2,1,.,.
CC(OC(=O)CCCCCN=C1NS(=O)(=O)c2ccccc21)C(=O)Nc1cc(Cl)cc(Cl)c1 (configuration not stated),0.2,1,8,1,-17,0.6,-2,.,-1.6
Cc1ccc(S(=O)(=O)N2C[C@H]3C(=O)C[C@@H](c4ccc(Cl)cc4)N(S(=O)(=O)c4ccc(C)cc4)[C@H]3C[C@H]2c2ccc(Cl)cc2)cc1,.,3,.,3,-1.7,-0.5,-5,-2.7,.
